Exocytosis inh: lytic granule exocytosis inhibition | TALL-104 LAMP-1 surface exposure, flow cytometry; cells stimulated with thapsigargin and PMA | inhibition, % at 10 µM | 360,000 compounds, 0.66% hits | AID 651702;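 active means inhibition above about 55%, limit read from the data; inconclusive means no clear call, values can overlap the other calls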
PDI inh: PDI (human) enzyme inhibition; P07237; PDI insulin aggregation turbidity, A650, 90 min; inhibition, % at 10 µM; 350,000 compounds, 0.052% hits;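 active means mean inhibition across replicates of 30% or more, whatever share of single replicates reach that level; inconclusive means mean inhibition below 30% while every single replicate reaches 30%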;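 further: absorbance from insulin aggregation driven by PDI reduction with DTT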
Cardio protect: modulators protecting cardiomyocytes from myocardial damage; 360,000 compounds, 0.63% hits; protection from H2O2 cell death, % at 20 µM; AID 588492; H9c2 cardiomyocytes, H2O2 injury protection, ATPLite, 2 h;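 active means compounds giving at least 50% protection of heart cells from peroxide-induced death in the single-dose screen, raw or plate-pattern-corrected value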;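 further: 0% = DMSO wells with peroxide and 100% = DMSO wells without peroxide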
ABCB6 inh 2: human ABCB6 transporter inhibition; Q9NP58; K562-ABCB6 porphyrin accumulation, flow cytometry, 1 h; stronger effect = lower value; fluorescence ratio to DMSO, % at 10 µM; 360,000 compounds, 0.19% hits;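 active means fluorescence ratio to DMSO below 75%, the collection mean minus 3 SD; inconclusive means too few cells collected in the well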;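 further: signal is porphyrin accumulated inside mitochondria; 100% equals median channel fluorescence of DMSO control wells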
Target sequence (Q9NP58 whole entry, looked up): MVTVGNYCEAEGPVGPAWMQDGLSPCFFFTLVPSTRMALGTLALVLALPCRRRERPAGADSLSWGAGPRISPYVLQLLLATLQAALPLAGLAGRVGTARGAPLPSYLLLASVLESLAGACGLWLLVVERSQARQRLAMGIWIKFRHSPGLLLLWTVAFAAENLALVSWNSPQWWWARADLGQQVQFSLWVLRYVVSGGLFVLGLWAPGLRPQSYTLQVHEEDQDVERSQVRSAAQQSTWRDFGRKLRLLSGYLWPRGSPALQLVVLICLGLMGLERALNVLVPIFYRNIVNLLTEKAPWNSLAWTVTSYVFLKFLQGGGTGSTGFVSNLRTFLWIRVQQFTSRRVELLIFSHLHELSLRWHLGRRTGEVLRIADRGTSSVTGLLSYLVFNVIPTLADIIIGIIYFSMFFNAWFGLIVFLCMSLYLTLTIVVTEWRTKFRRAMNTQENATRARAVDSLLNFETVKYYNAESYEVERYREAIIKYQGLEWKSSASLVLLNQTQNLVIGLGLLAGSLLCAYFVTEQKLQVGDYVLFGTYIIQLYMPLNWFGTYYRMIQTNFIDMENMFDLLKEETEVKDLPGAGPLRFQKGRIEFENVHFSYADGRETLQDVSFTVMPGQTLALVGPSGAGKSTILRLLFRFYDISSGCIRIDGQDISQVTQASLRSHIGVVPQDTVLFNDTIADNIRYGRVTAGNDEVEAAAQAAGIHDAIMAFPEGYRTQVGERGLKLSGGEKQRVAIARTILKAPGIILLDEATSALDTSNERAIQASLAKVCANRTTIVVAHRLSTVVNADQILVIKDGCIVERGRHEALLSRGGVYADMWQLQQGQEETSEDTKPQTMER
CaV13 FRET inh: Primary screen for inhibitors of IQ motif and Ca2+-dependent inactivation inhibitor domain binding in CACNA1D, Förster resonance energy transfer in living cells, …; 340,000 compounds, 0.098% hits; HEK cells, CFP/YFP FRET ICDI-IQ, plate reader, 10 min; percent FRET-ratio fall versus neutral wells; inhibition, % at 12.3 µM;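 active means mean replicate inhibition of at least 30% and at least 1% of replicates passing that level; inconclusive means only one of the two criteria is met; inactive means neither criterion is met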;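 further: 0% = median of the neutral control wells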
HTR2A ag: mouse HTR2A agonism via beta-arrestin recruitment | 360,000 compounds, 0.66% hits | CHO-K1 mHTR2A beta-arrestin complementation, luminescence; percent of 30 µM serotonin response | P35363 | activation, % at 7.6 µM | AID 624169;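 active means activation above a run cutoff, the mean activation of all tested compounds plus 3 SD, cut at about 14% in these data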;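 further: 0% = plate median of compound wells and 100% = 30 µM serotonin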
MC4R antagonist: antagonists of human melanocortin 4 receptor (MC4R); P32245; MC4R-expressing cells, MTII-stimulated cAMP, LANCE TR-FRET; inhibition, % at 6.5 µM; 360,000 compounds, 0.48% hits; AID 540295;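 active means inhibition above its plate's cutoff, the mean of tested wells on that plate plus 3 SD, cut at about 29% in these data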;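 further: 0% = Melanotan II alone and 100% = Melanotan II plus saturating MCL0020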
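material = U2OS cells stably expressing human melanocortin 4 receptor (MC4R) | also added = Melanotan II challenge | dosing = single nominal compound dose of 6.5 µM | detection = TR-FRET with Eu-cAMP and labeled anti-cAMP, 671 nm | replication = singlicate | timing = compound 30 min, challenge 1 h, detection 1 h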
ABHD5-PLIN5 inh: ABHD5-PLIN5 protein interaction inhibition; Q00G26+Q8WTS1; Split G. princeps luciferase complementation, luminescence, 4 h; inhibition, % at 4 µM; 360,000 compounds, 0.78% hits; AID 602281;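 active means inhibition above the mean inhibition across every tested compound plus 3 SD, cut at about 22% in these data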;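 further: 0% = DMSO only wells and the 100% control is not disclosed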
N-glyco inh: N-linked glycosylation inhibition; D54 ERlucT glycosylation luciferase reporter, 24 h; percent of 100 nM tunicamycin response; AID 588692; 360,000 compounds, 0.23% hits; reporter increase, % at 12.5 µM;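 active means mean luciferase reporter signal, scaled so untreated is 0 and the glycosylation-blocking control 100, at or above a set limit in every replicate; inconclusive means mean reaches the limit but not every replicate does; inactive means mean below the limit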;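 further: luciferase carries N-glycosylation sites so blocking glycosylation raises the light; 0% = median of neutral control wells and 100% = median of 100 nM tunicamycin wells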
MC4R ag barr: human MC4R agonism via beta-arrestin; AID 540308; 360,000 compounds, 0.98% hits; U2OS MC4R beta-arrestin complementation, luminescence; percent of melanotan II response, DMSO zero; P32245; activation, % at 8.9 µM;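 active means activation above a per-plate cutoff, the mean activation of sample wells on that plate plus 3 SD, cut at about 8% in these data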
* = called active by the depositor; u = inconclusive; x = no result given. Not a hit list. About 4.2% of those tested had a hit in this group.

SMILES	Exocytosis inh	PDI inh	Cardio protect	ABCB6 inh 2	CaV13 FRET inh	HTR2A ag	MC4R antagonist	ABHD5-PLIN5 inh	N-glyco inh	MC4R ag barr
Cc1cc(NC(=O)C2CCCCC2C(=O)O)ccc1NC(=O)c1ccccc1 (stereo unspecified)	5	-1	-7	106	x	2	1	-2	1	-2.6
Cc1nc(Cl)sc1C(=O)Nc1ccccc1	4	-3	10	89	-3	-2	1	-6	1	-1.6
O=C(CN1CCCC1)Nc1cc(C(F)(F)F)cc(C(F)(F)F)c1	1	-2	-9	98	-5	4	8	-4	2	1.9
C=CC(=C)CC(NC)c1ccccc1 (stereo unspecified)	0	-1	1	106	-6	-1	4	-7	2	0.1
Cc1onc(-c2ccccc2)c1C(=O)OCC(=O)Nc1ccccc1	-13	0	-3	101	-6	-13	7	11	-3	-0.8
Cc1cccc(-c2oc3ccc(-c4ccc5c(c4)OCO5)cc3c2/C=C/c2ccc(N)cc2)c1	18	3	-6	99	x	5	5	2	-1	-1.1
CCOC(=O)N1CCN(CC(=O)NC(=O)Nc2ccc3c(c2)OCCO3)CC1	4	-2	0	100	-6	-2	4	-3	3	-2.5
O=C(Cn1cc[n+](Cc2ccccc2)c1)c1ccc([N+](=O)[O-])cc1	0	-2	1	99	5	1	1	-3	12	-1.2
O=C(/C=C/c1cccc([N+](=O)[O-])c1)Nc1ccccc1N1CCOCC1	-6	-8	6	98	-19	5	-5	4	0	-2.3
CCC(C(=O)OC(C)C(=O)Nc1ccc(Cl)cn1)c1ccccc1 (stereo unspecified)	-2	16	-4	97	-10	-1	-3	-6	-1	-3.7
Cc1ccc(NS(=O)(=O)c2cccc([N+](=O)[O-])c2)nc1	-5	4	11	94	-7	0	-3	-5	0	-2.1
CC(C)N(Cc1ccccc1)C(=O)CCc1ccccc1	3	0	0	97	-6	-6	4	-5	2	-0.5
Cc1ccccc1CS(=O)(=O)Cc1ccc(C(=O)NCc2cccnc2)o1	8	7	1	117	-5	0	7	-5	0	1.4
C=CCn1c(CCC(=O)O)ccc1-c1ccccc1	-2	0	11	94	-8	8	-6	2	0	0.8
Cc1nnc(N/N=C/c2ccccn2)[nH]c1=O	-1	-3	34	94	-6	-1	-1	-1	-11	-2.0
CNC(=O)COC(=O)c1ccc(NS(=O)(=O)c2ccc3c(c2)OCCO3)cc1	-5	-4	2	104	-3	1	1	7	2	1.1
COCCN1C(=O)c2oc3c(C)cc(C)cc3c(=O)c2C1c1cccc(O)c1 (stereo unspecified)	6	-12	9	102	x	4	10	-1	0	-0.6
COc1cccc(OC)c1C(=O)OCC(=O)/C(C#N)=C(\C)N	2	-1	4	98	-5	4	-6	12	0	-0.1
Brc1ccc(-c2nc(N/N=C/c3cccnc3)c3ccccc3n2)cc1	14	1	-27	109	x	1	-4	3	-2	1.6
CC1(C)Cc2c(sc(NC(=O)C(=O)N3CCCCC3)c2C(=O)O)CO1	-1	3	5	102	-3	1	0	9	0	-3.7
O=C(CN1CCN(c2ccc(F)cc2)CC1)Nc1ccc(S(=O)(=O)N2CCOCC2)cc1	0	-7	1	99	-5	0	1	-11	0	-0.7
O=C1NC(=S)/C(=C\c2ccc(-c3ccccc3Cl)o2)S1	-2	-4	-18	103	-6	-1	8	-4	1	-0.4
Oc1ccc(/C=N/Nc2ccnc3cc(Cl)ccc23)c(O)c1	3	-1	-10	114	-20	0	0	6	-2	8.1
C=CCOc1ccc(CN(C)C(=O)C2CCCO2)cc1 (stereo unspecified)	u	8	-2	105	-5	7	-3	2	0	2.3
CN(C)S(=O)(=O)c1c(Cl)cccc1Cl	-6	-11	0	89	-4	4	1	0	-1	-1.0
O=C(Nc1cccnc1)c1c(O)c2cccc3c2n(c1=O)CC3	-2	-3	-8	103	x	1	4	3	0	0.3
O=C(CN1CCN(c2ccccc2)CC1)Nc1ccc(F)cc1	-3	4	3	99	-20	-2	5	10	0	-0.7
CCOC(=O)C1CCN(C(=O)C(=O)N2CCC(C(=O)OCC)CC2)CC1	0	-2	-3	101	-6	0	14	7	1	0.5
CC(=O)NC1CCN(CC(=O)Nc2nccs2)CC1	-2	-3	3	97	-20	-3	3	6	2	-0.5
Cc1ccc(S(=O)(=O)N(CC(=O)NCc2ccccc2)C(=O)N2CCN(C)CC2)cc1	13	-4	2	100	x	-3	-2	10	1	-0.3
Cc1cc2oc(=O)cc(CSc3nnc(-c4cccs4)o3)c2cc1C(C)C	-1	3	-22	93	-12	-3	-1	6	-4	0.0
O=C(c1c(F)c(F)c(F)c(F)c1F)N(Cc1ccccc1)Cc1ccccc1	-1	-2	-24	102	-5	4	11	0	-2	5.9
CC(C)c1ccc(/C=N/NC(=O)c2cccc(S(=O)(=O)N3CCOCC3)c2)cc1	0	-3	0	97	-6	-1	-5	-1	4	-0.9
CN(C(=O)c1ccc(NC(=O)Cc2cccc(NC(=O)C3CCCN(C(=O)C4CCCCC4)C3)c2)cc1)C1CCCC1 (stereo unspecified)	6	-1	-3	95	-11	1	0	4	5	-0.4
COc1ccc2c3c1O[C@H]1C[C@@H](O)C=C[C@@]31CCN(C)C2	-1	-3	21	104	-5	-4	8	6	-1	-0.3
CCOC(=O)C1=C(C)N(C)C(=O)NC1c1ccc(C)s1 (stereo unspecified)	-4	-1	-4	92	-6	-6	-2	1	0	1.6
CSCCNC(=O)c1ccc2nc(C3CCCCC3)oc2c1	7	-3	5	97	-5	2	-3	5	-1	0.1
Oc1ccc(Br)cc1-c1nc2cnccn2c1NC1CCCC1	2	3	4	100	5	0	-4	-2	-9	-1.0
Cc1ccccc1NP1(=O)OCCCN1Cc1ccccc1Cl (stereo unspecified)	-3	-3	2	181	-6	-4	4	0	0	-0.1
O=C(CSc1nc2ccccc2c(=O)n1NC(=O)c1ccccc1)c1ccc(Cl)cc1	0	4	0	97	-5	-5	12	-2	-12	-1.2
Cc1cccc(-n2[nH]c3c4c(ccc3c2=O)C(=O)c2ccccc2C4=O)c1	-8	2	-15	105	-3	3	16	-2	5	3.3
Cc1cc(C)c(C(=O)NCCCN2CCOCC2)c(C)c1	7	-1	3	99	4	0	-2	1	1	-1.6
O=C(O)c1ccc(CNCc2cc(Cl)ccc2O)cc1	1	-5	11	97	-12	1	7	-2	3	-3.5
O=C(COC(=O)CCc1ccc(S(=O)(=O)N2CCCCC2)cc1)Nc1cccc2ccccc12	1	-1	-2	99	-1	4	0	-1	3	-2.0
CCSc1nc(N2CCOCC2)c2ccccc2n1	3	5	10	86	-2	1	7	3	-1	-1.4
Cc1ccc(N(C(=O)c2ccc3c(c2)OCO3)C2C=CS(=O)(=O)C2)cc1 (stereo unspecified)	0	0	-8	103	-13	-4	-3	-4	1	-2.0
CCc1nnc(NC(=O)CSc2ccc(-c3nc4ccc(C)cc4[nH]3)cn2)s1	0	0	-7	98	-12	1	14	1	13	0.7
COC(=O)/C(C#N)=C/c1ccc(-c2ccc(S(N)(=O)=O)cc2)o1	3	-6	15	96	-13	-7	-11	3	4	-0.7
Nc1nc(SCc2ccc([N+](=O)[O-])cc2)c2ncn(C3OC(CO)C(O)C3O)c2n1 (stereo unspecified)	-3	-3	6	98	-5	5	-2	14	-2	-0.6
CC1C/C(=N/NC(=O)c2cccs2)CC(C)(C)C1 (stereo unspecified)	0	0	1	96	-6	-3	11	-8	1	-1.1

2 entries from above, reformatted:
> CC1(C)Cc2c(sc(NC(=O)C(=O)N3CCCCC3)c2C(=O)O)CO1
  Exocytosis inh: -1; PDI inh: 3; Cardio protect: 5; ABCB6 inh 2: 102; CaV13 FRET inh: -3; HTR2A ag: 1; MC4R antagonist: 0; ABHD5-PLIN5 inh: 9; N-glyco inh: 0; MC4R ag barr: -3.7
> COc1ccc2c3c1O[C@H]1C[C@@H](O)C=C[C@@]31CCN(C)C2
  Exocytosis inh: -1; PDI inh: -3; Cardio protect: 21; ABCB6 inh 2: 104; CaV13 FRET inh: -5; HTR2A ag: -4; MC4R antagonist: 8; ABHD5-PLIN5 inh: 6; N-glyco inh: -1; MC4R ag barr: -0.3

(cont.)
SMILES	Exocytosis inh	PDI inh	Cardio protect	ABCB6 inh 2	CaV13 FRET inh	HTR2A ag	MC4R antagonist	ABHD5-PLIN5 inh	N-glyco inh	MC4R ag barr
Cn1cccc1C(=O)Nc1nc(-c2ccccn2)cs1	-1	2	37	96	-8	-1	1	-3	-12	-2.4
CN(CCO)c1cc(N(C)CCO)c([N+](=O)[O-])cc1[N+](=O)[O-]	1	3	5	104	-6	2	-1	7	2	2.5
COc1ccc(C(c2nnnn2Cc2ccccc2)N2CCN(c3ccccc3)CC2)cc1 (stereo unspecified)	0	15	3	103	-2	-6	1	1	-4	-1.9
COc1cc2cc(C(=O)Nc3ccccc3)c(N)nc2cc1OC	-1	2	35	94	x	-3	8	3	1	-0.2
CC(C)(C)c1ccc(Nc2n[nH]c3ccccc23)cc1	-5	x	-9	94	-7	4	x	-3	-17	x
CCC/C(C(=O)NCCO)=C1/c2ccccc2C(=O)N1c1ccccc1	7	-2	6	104	-11	5	8	-1	3	0.3
Cc1ccn(C(=O)c2ccc(NC(=O)C3CC3)cc2)n1	9	6	-1	100	0	5	0	16	0	3.0
O=C(NC1CCCC1)c1cc(S(=O)(=O)N2CCOCC2)c(Cl)cc1Cl	-2	0	-1	96	-5	3	-1	-3	1	1.6
CCN(CC(=O)Nc1ccccc1C(F)(F)F)C(=O)c1ccccc1Cc1ccccc1	1	2	10	102	-6	1	-5	8	-3	0.1
CCc1nnc(NC(=O)CSc2nnc(-c3cc4ccccc4cc3O)n2CC)s1	-4	4	26	99	-5	1	17	-1	2	-1.6
CCc1ccccc1NC(=O)C(C)n1nc([N+](=O)[O-])c(Br)c1C (stereo unspecified)	-7	-1	-4	99	-9	-4	13	2	1	-2.0
O=C1CCCc2[nH]c(-c3ccccc3)nc21	0	-4	2	96	-4	5	21	-2	0	-2.5
O=C(O)C1=C[C@@H](c2coc3ccccc3c2=O)C[C@@H](OCCCCO)O1	2	6	11	97	-12	7	7	-2	3	-0.1
O=C(CSc1nc2ccccc2c(=O)n1-c1ccccc1)N1CCc2ccccc21	-2	7	-8	100	-6	2	6	7	-4	1.3
Cc1c(N2C(=O)C(C)SC23C(=O)Nc2ccccc23)c(=O)n(-c2ccccc2)n1C (stereo unspecified)	0	14	6	102	-3	0	-8	-6	2	-2.3
CCN(CC(=O)NC1CCS(=O)(=O)C1)S(=O)(=O)c1ccc(C)cc1C (stereo unspecified)	1	5	0	105	-20	-2	18	2	3	-2.1
COCc1c(C(=O)NC2CCCCC2)sc2cccc(F)c12	4	-9	2	98	-5	-9	6	-5	-2	2.5
O=C(CCNS(=O)(=O)c1ccccc1C(F)(F)F)NC1CCCCCC1	-2	1	3	104	-4	3	4	-8	1	-2.7

Screening data as filed in PubChem.
